From PubChem
HSP90 refold inh – blocks HSP90-mediated luciferase refolding in reticulocyte lysate; Rabbit reticulocyte lysate, luciferase refolding luminescence, 3 h; inhibition, % at 5.6 µM; 0.91% of 290,000 active; AID 1789;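 active = inhibition above the screen-wide mean plus 3 SD, computed separately per campaign, cut at about 16% in these data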;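 also: 0% = DMSO wells and 100% = 60 µM geldanamycin wells; inhibitors lower the luminescence because luciferase stays unfolded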
HIF activator – HIF pathway transcriptional activation; activation, % at 7.5 µM (by protocol); U2OS HRE-luciferase reporter, luminescence; normalized: DMSO 0%, desferrioxamine 100%; AID 1910; 0.32% of 300,000 active;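 active = mean activation of at least 10% of the iron chelator positive control signal, with at least half of replicates also reaching 10%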
KLF5 inh – kruppel-like factor 5 inhibition; DLD-1 KLF5 promoter-luciferase reporter, luminescence; AID 1700; 0.23% of 290,000 active; inhibition, % at 5 µM;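 active = inhibition above a per-plate limit of that plate's mean compound inhibition plus 3 SD, cut at about 60% in these data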;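 also: 0% = DMSO wells and 100% = LY294002 at 200 µM; higher means less KLF5 promoter-driven luciferase light; inactives centre near -14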
HSF-1 act – increases HSF-1 driven luciferase reporter signal; NIH3T3-HGL HSF-1 luciferase reporter, MG132, 8 h; 100% = twice DMSO control signal; AID 504408; activation, % at 9 µM; 1.7% of 300,000 active;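 active = mean replicate activation of at least 50% with a set share of replicates each reaching 50%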;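 also: 0% = median of the neutral control wells and 100% = twice that signal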
IEC-6 tox – kills IEC-6 intestinal cells in KLF5 counter-screen; 0.78% of 290,000 active; IEC-6 cytotoxicity, luminescence viability; inhibition, % at 5 µM; in the data active = inhibition above about 22%;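 also: 0% = plate median of test compound wells and 100% = cytotoxic reference compound wells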
AI-2 QS modul – Vibrio harveyi AI-2 quorum sensing modulation; Vibrio harveyi JMH597 AI-2 luminescence/OD600 ratio, 9 h; stronger effect = lower value; strain lacks LuxN and CqsS sensors; 0 = neutral-control median; activity change, % at 7.5 µM; 0.4% of 300,000 active; in the data active = activity change below about -75%, passing the limit was not always enough;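 also: luminescence divided by OD600 gain over 9 h not by final OD600 alone; inactives centre near 13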
aSyn UTR inh – MLPCN primary screen, SNCA 5' untranslated region. 0.82% of 300,000 active. inhibition, % (tested at 7.5 µM). alpha-synuclein 5'UTR reporter, inhibitor activity; in the data active = inhibition above about 60%;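 also: H4 neuroglioblastoma cells stably carrying SNCA 5'UTR luciferase fusion; 0% = DMSO wells and 100% = positive control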
HSF1 inhib – HSF1 inhibition. AID 2098. 0.77% of 300,000 active. activity change, negative = inhibition, % at 7.5 µM (by protocol). NIH3T3-HGL HSE-luciferase, MG132-induced, luminescence 8 h; stronger effect = lower value;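 active = more than half of replicate wells show activity change below -50%, luminescence cut by over half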;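 also: luciferase reports HSF-1 transcriptional activity via heat shock element; 0% = median of DMSO wells and -100% = zero luminescence signal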
GSK3 alpha inh – blocks human GSK-3 alpha kinase; ADP-Glo luminescence, 60 min; inhibition, % at 10 µM; 0.1% of 320,000 active;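 in the data active = inhibition above about 50%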;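 also: GST-tagged GSK-3 alpha with peptide substrate and 25 µM ATP; 0% = DMSO neutral wells and 100% = GW8510 positive control wells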
Target sequence (P49840 whole entry, looked up): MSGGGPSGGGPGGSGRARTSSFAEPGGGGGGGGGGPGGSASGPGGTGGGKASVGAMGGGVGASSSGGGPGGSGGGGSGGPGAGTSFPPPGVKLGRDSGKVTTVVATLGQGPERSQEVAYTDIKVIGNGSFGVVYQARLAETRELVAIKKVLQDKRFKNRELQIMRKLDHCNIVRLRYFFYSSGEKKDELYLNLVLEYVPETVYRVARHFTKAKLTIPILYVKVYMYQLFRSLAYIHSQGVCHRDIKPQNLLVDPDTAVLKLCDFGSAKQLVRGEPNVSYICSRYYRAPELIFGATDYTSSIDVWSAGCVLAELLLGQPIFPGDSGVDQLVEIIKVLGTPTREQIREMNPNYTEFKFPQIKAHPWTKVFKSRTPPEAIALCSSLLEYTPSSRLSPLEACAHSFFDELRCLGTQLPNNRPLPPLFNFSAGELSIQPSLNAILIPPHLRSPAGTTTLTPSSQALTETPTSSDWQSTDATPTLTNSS
GSK3B inh – human GSK3beta kinase inhibition. activity score (negative = inhibition), % at 10 µM. GST-GSK3beta kinase, ADP-Glo luminescence, 60 min; stronger effect = lower value. AID 2097. P49841. 0.038% of 300,000 active;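 active = more than half of replicate wells score below -50%, meaning over 50% inhibition versus plate controls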;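 also: 0% = median DMSO wells and -100% = median GW8510 positive control wells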
Target sequence (P49841 whole entry, looked up): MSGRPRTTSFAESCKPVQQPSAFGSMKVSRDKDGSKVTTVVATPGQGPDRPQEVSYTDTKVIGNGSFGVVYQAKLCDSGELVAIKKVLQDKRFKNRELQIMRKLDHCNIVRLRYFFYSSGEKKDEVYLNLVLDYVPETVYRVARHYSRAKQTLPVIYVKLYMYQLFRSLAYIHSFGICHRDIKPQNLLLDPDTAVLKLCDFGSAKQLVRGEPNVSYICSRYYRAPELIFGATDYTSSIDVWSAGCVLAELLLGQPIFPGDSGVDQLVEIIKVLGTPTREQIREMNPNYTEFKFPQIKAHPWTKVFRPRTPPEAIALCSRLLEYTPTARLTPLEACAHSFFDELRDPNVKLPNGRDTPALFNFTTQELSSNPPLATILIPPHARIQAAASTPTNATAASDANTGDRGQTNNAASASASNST
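test system = GST-tagged human GSK3beta kinase, cell-free | reagent = 25 µM ATP with peptide substrate | dosing = one dose of 10 µM per compound | schedule = 60 min reaction, RT | detection = luminescent ADP-Glo measurement of ADP formed | control set = DMSO neutral wells and GW8510 at 20 µM as positive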
Numbers without * were called inactive; x = not tested or not shown.

Sequence of screens: AI-2 QS modul	aSyn UTR inh	HIF activator	GSK3 alpha inh	KLF5 inh	HSF-1 act	GSK3B inh	HSP90 refold inh	IEC-6 tox	HSF1 inhib
CCn1cc(/C=N\NC(=O)c2ccc(Cl)cc2)cn1
 : 12	22	-0.2	-1	-16	-7	1	1	-2	-6
COc1ccc(NC(=S)NCc2ccccc2Cl)c(OC)c1
 : 23	14	-16	x	-34	-1	-3	3	-5	-3
O=C(c1ccco1)N1CCN(S(=O)(=O)c2ccccc2)CC1
 : -3	7	-0.3	0	-1	-1	-2	-2	4	-1
O=C(N/N=C/c1ccc(N2CCOCC2)o1)c1cccc([N+](=O)[O-])c1
 : 17	9	-1.0	0	19	-2	3	2	4	0
COP(=O)(OC)C(Nc1cc(Cl)cc(Cl)c1)c1cccc(O)c1 (stereo unspecified)
 : 5	5	-0.4	1	-25	45	-1	-1	-3	3
CN(C(=O)c1ccccn1)c1nnc(-c2cnccn2)s1
 : 8	-24	1.3	-4	-31	-1	-1	-1	0	0
Cc1cccc(NC(=O)Cn2cnc3c(oc4ccccc43)c2=O)c1C
 : 7	-9	-1.7	-2	8	2	0	-3	-1	-6
Cc1cccc(NC(=S)NN(Cc2ccccc2)c2ccccc2)c1C
 : 14	-8	-0.5	-1	2	11	-5	1	5	5
COC(=O)CCC(=O)Nc1cccc2ccccc12
 : 7	11	0.1	-4	-29	-7	0	-4	-2	-2
COc1ccc(/C=N/N2CCOCC2)cc1COc1ccc(F)cc1
 : 7	1	-0.4	1	-15	20	4	-1	8	2
CSc1ccc(CCNC(=O)c2cccc3c2C(=O)N(C2CCCCC2)C3)cc1
 : 53	-49	4.9	-2	-21	25	x	5	0	7
COc1ccc(CNC(=O)CCC(=O)n2ncc3cc(C)ccc32)cc1
 : 36	-14	-0.4	-3	-20	-18	0	2	-3	-1
CC(=O)c1ccc(N=Nc2ccc(N(C)C)cc2)cc1
 : 34	57	0.6	0	-193	-17	-1	5	0	-14
CCCCOC(=O)c1ccc(-c2ccc(/C=N/NC(=S)NCC)o2)cc1
 : 36	-89	2.1	-4	-8	-52	0	8	-4	-38
CN(C)S(=O)(=O)c1ccc(C(=O)N2CCN(S(=O)(=O)c3cccs3)CC2)cc1
 : 21	0	-0.4	-4	-30	-1	-2	0	-4	-10
CC(Sc1nncs1)C(=O)NCC(=O)Nc1ccc(F)c(F)c1F (stereo unspecified)
 : 22	3	-0.1	1	-5	1	7	-2	-4	-8
N#CC1(c2ccccc2)CCN(S(=O)(=O)c2ccc(OC(F)(F)F)cc2)CC1
 : 21	-2	0.1	1	-30	2	3	2	5	1
CC(C)Cn1c(N)c(C(=O)COC(=O)COc2cccc(C(F)(F)F)c2)c(=O)n(C)c1=O
 : 2	-47	-0.4	5	-8	-1	-3	-1	5	-2
CC(C)(C)OC(=O)NCCCC1=CC2=CC(=O)C(C)(O)C(=O)C2=CO1 (stereo unspecified)
 : 34	22	-0.2	-3	x	-13	-2	x	x	-3
CCOC(=O)C1=C(C)Nc2nc3ccccc3n2C1c1ccc(O)cc1 (stereo unspecified)
 : 8	6	0.9	-1	-15	24	-2	2	5	14
O=C(Nc1cc(Cl)ccc1Oc1ccccc1)c1cnccn1
 : 24	18	-0.2	-2	-17	-10	-3	2	0	-4
Cc1ccoc1C(=O)Nc1ccc(CC(=O)O)cc1
 : 26	84*	-6.5	1	9	-40	-2	5	3	-20
O=C(CSc1nnc2ccc(-c3ccccn3)nn12)Nc1ccccc1
 : 28	-2	0.0	0	x	5	-2	x	x	7
CC(C)n1c(=O)c2c(O)cc(=O)oc2c2ccccc21
 : 15	-4	-0.1	3	-3	-18	-2	-1	0	-2
CCN(c1cccc(C)c1)S(=O)(=O)c1cccc2nsnc12
 : 5	-6	-0.1	0	-43	0	-2	1	-1	0
COC(=O)/C=C1/SC(=Nc2ccc(Cl)c(Cl)c2)NC1=O
 : 4	-8	-0.4	1	-12	34	1	1	-8	6
O=C(CSCc1ccc([N+](=O)[O-])cc1)Nc1ccccc1C(=O)O
 : -2	-2	0.2	-2	-3	15	4	1	2	13
CCCCCCCCC(=O)Nc1cc(C)ccc1OC
 : -9	-4	-0.5	-3	-21	10	3	0	-2	3
Cc1ccc(NC(=O)c2c(C(F)(F)F)nn(C)c2Cl)cc1C
 : 3	-11	0.9	-1	12	3	-1	2	2	3
O=C(Nc1ccc(S(=O)(=O)NC2=NCCCCC2)cc1)c1ccc(Cl)cc1Cl
 : 14	-4	-0.2	x	x	-4	1	x	x	-4
CCOC(=O)C1CCN(C(=O)c2oc3ccc4c(c3c2C)C(O)CC2(CCCCC2)O4)CC1 (stereo unspecified)
 : 20	8	-0.5	-3	-32	-1	0	-6	6	0
CCCCCCNCc1cccc(Br)c1
 : 8	-4	x	2	-17	0	3	2	-3	-1
Cc1ccccc1SCC(=O)NCCCn1ccnc1
 : 10	-24	-0.3	-1	2	6	-1	-2	5	1
Oc1cccc(/C=N/NC(=S)NCCN2CCOCC2)c1O
 : 0	-7	1.1	-1	-26	-12	3	-5	-3	0
Cn1c(=O)n(C)c2cc(N3CCCCC3)c(NC(=O)c3cccc(Cl)c3)cc21
 : -9	7	-0.3	-3	-1	-10	-4	3	11	-8
COc1ccc(CCN(C)C(=O)CN2C(=O)NC3(CCCc4ccccc43)C2=O)cc1OC (stereo unspecified)
 : 3	31	0.4	5	x	0	0	x	x	-6
CCOc1ccc(S(=O)(=O)NCCC(=O)NCc2ccco2)cc1
 : 2	11	2.7	3	9	-25	-8	0	1	-6
C/C(=N\NC(=O)CCC(=O)Nc1ccccc1)c1cccs1
 : 3	17	0.2	-1	-14	-10	-5	-2	1	-7
O=C(CSc1nnnn1C1CCCCC1)NCc1ccco1
 : 13	24	-0.3	1	10	-13	0	0	-2	-5
CCOC(=O)n1c(=O)n(Cc2ccccc2Cl)c2ccccc21
 : -19	19	-0.4	0	-26	-35	3	0	2	-18
COCCCNC(=O)Cn1ncc2ccsc2c1=O
 : -5	-2	-0.1	-4	-15	-10	1	-1	-1	-5
Cc1cccc(C(=O)N2CCC(=O)N(C(COCc3ccccc3)Cc3ccccc3)CC2)c1 (stereo unspecified)
 : 8	9	-0.6	-1	5	-11	-7	2	0	-2
CCc1ccc(NC(=O)CS(=O)CC(=O)Nc2ccc(-n3cnnn3)c(C)c2)cc1 (stereo unspecified)
 : -50	12	-0.1	3	-7	2	2	0	1	7
O=C(CCCC(=O)c1ccc(O)cc1)c1ccc(O)cc1
 : 26	-71	5.0	7	x	42	-1	x	x	50
O=C(NCc1ccccn1)c1nnc(Cc2ccc(Cl)cc2)o1
 : 14	13	-0.3	-3	-12	-2	1	-3	-2	-5
CCN(CC)S(=O)(=O)c1ccc2c(c1)c(=O)c(C(=O)NCCCN(C)c1ccccc1)cn2C
 : 3	11	-0.1	-2	-30	14	2	-3	-2	-5
O=C1NC(C(=O)O)=CC(c2ccc([N+](=O)[O-])cc2)N1 (stereo unspecified)
 : 7	4	0.0	0	4	7	3	8	2	0
CCc1ccc(CN2C(=O)c3ccccc3C2C(=O)NC(C)CC)cc1 (stereo unspecified)
 : -1	-15	0.4	-2	3	11	-1	-2	2	0
Cc1ccc(C(=O)Nc2ccc3c(c2)OCCO3)o1
 : 23	-29	0.6	5	-61	-7	2	5	-2	-5
COc1ccc(/C=C2\Sc3ccc(C(=O)NCCN4CCCCCC4)cc3N(C)C2=O)cc1
 : 2	-26	-1.1	0	-13	10	-9	0	-1	-1
Cc1ccc2nc(-c3cccnc3)cc(C(=O)Nc3ccccc3[N+](=O)[O-])c2c1
 : -5	3	-2.1	0	-17	31	2	4	9	14
Cc1ccccc1N(CC(=O)NC1CCCC1)C(=O)c1csnn1
 : 26	-146	0.7	-1	-28	13	0	-1	-2	-7
O=C1c2ccccc2S(=O)(=O)c2cc(C(=O)N3CCCC3)ccc21
 : 25	-7	0.5	2	x	4	27	x	x	2
CCCCNC(=O)NS(=O)(=O)c1ccc(NC(=O)C(NC(N)=O)C(C)CC)cc1 (stereo unspecified)
 : 5	5	0.0	-4	-13	13	1	0	0	-6
CCOc1ccc(C(C)(C)C)cc1S(=O)(=O)Nc1ccncc1
 : 16	2	0.5	0	-13	3	4	-1	-5	1
COc1ccc(CC(NC(C)=O)C(=O)NC2CCN(c3c(Cc4ccccc4)c(C)nc4ncnn34)CC2)cc1OC (stereo unspecified)
 : 40	13	-0.2	x	-4	-6	2	-3	-1	-3
CC(=O)Nc1ccc(NC(=S)NC(=O)c2ccc([N+](=O)[O-])c(C)c2)cc1
 : -1	-13	-0.1	1	-19	0	4	-3	-2	-2
O=C(Cc1ccccc1)N1CCN(c2ccccc2F)CC1
 : 15	8	-0.2	-3	-15	-3	5	0	1	1
CNC(=O)NC(=O)CSc1nc2sccc2c(=O)n1-c1ccccc1
 : 16	20	-0.5	-3	-7	2	-2	-4	-5	-3
CC(C)=C1SC(N2CCN(c3ccc(Cl)cc3)CC2)=NC1=O
 : 34	18	-0.1	-2	-48	-9	2	0	-4	-5

New compounds follow.
Sequence of screens: AI-2 QS modul	aSyn UTR inh	HIF activator	GSK3 alpha inh	KLF5 inh	HSF-1 act	GSK3B inh	HSP90 refold inh	IEC-6 tox	HSF1 inhib
N#Cc1nc(Cc2cccc3ccccc23)oc1N1CCC(C(N)=O)CC1
 : 20	10	-0.6	-2	-4	-3	2	0	-3	6
COc1ccc(-c2ccc(=O)n(CC(=O)Nc3cccc(O)c3)n2)cc1OC
 : 1	30	0.0	0	-13	-3	2	3	-4	1
Cc1ccc(NC(=O)c2cc(S(=O)(=O)N3CCC4(CC3)OCCO4)ccc2F)cc1
 : 22	7	-0.2	-2	-22	1	0	-2	0	-1
CCCNCCC(c1ccco1)c1ccccc1OC (stereo unspecified)
 : 11	-13	0.4	-2	-13	4	2	10	-7	4
COc1ccc(CNC(=O)C2CCN(S(=O)(=O)c3ccc(-c4nn[nH]n4)cc3)CC2)cc1
 : 27	0	-0.9	-2	-31	-7	-4	2	-2	-10
COC(=O)c1c(C(=O)OC)c(-c2ccc(C)cc2)n2c1CS(=O)C2 (stereo unspecified)
 : 25	14	-0.5	-3	-6	1	1	7	2	-4
Cc1ccc(NC(=O)CN(C)CC(=O)Nc2ccc(N3CCOCC3)cc2)c([N+](=O)[O-])c1
 : 19	-1	1.5	-9	-2	-3	-2	-1	1	2
O=C(c1cccs1)N1CCN=C1SCc1ccc(F)cc1
 : 0	-2	0.1	-3	-9	-13	4	-5	-1	-8
CCCc1c(O)nc(SCC(=O)O)[nH]c1=O
 : 14	12	0.3	-5	-28	-1	2	-3	-3	-3
CCNC(=S)NS(=O)(=O)c1ccccc1
 : 4	3	0.3	0	-14	-9	-1	4	4	-2
O=C(Oc1cccc(NC(=O)c2ccco2)c1)c1ccc(Br)c(S(=O)(=O)N2CCCCC2)c1
 : 26	-19	0.6	-4	-14	35	0	11	0	-1

Some of the entries so far, with bars between the fields:
Structure | AI-2 QS modul | aSyn UTR inh | HIF activator | GSK3 alpha inh | KLF5 inh | HSF-1 act | GSK3B inh | HSP90 refold inh | IEC-6 tox | HSF1 inhib
Cc1ccc(NC(=O)CN(C)CC(=O)Nc2ccc(N3CCOCC3)cc2)c([N+](=O)[O-])c1 | 19 | -1 | 1.5 | -9 | -2 | -3 | -2 | -1 | 1 | 2
CCCc1c(O)nc(SCC(=O)O)[nH]c1=O | 14 | 12 | 0.3 | -5 | -28 | -1 | 2 | -3 | -3 | -3

Compounds as they come, and some 4.7% of all compounds hit somewhere here.
